# Avidin bead fluor = avidin bead compound fluorescence profile. 220,000 compounds, 0.38% hits. AID 1775. Avidin beads, compound fluorescence 488/530 nm, flow cytometry; stronger effect = higher value. fluorescence (KMESF) at 10 µM; in the data active means fluorescence above about 47; further: inactives centre near 10
# HRas wt GTP bind = human HRas wildtype GTP binding, change in either direction; 190,000 compounds, 0.14% hits; GST-Ras wt beads, Bodipy-FL-GTP binding, flow cytometry; actives lie on both sides; GTP binding activity, % at 10 µM;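 active means GTP binding activity at least 20% away from the 100% baseline, either lowered as inhibitor or raised as activator; inconclusive means flagged as likely green fluorescent, judged across all proteins in the well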;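 further: 0% = unlabeled GTP competition control and 100% = no-compound control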
# Target sequence (P01112 whole entry, looked up): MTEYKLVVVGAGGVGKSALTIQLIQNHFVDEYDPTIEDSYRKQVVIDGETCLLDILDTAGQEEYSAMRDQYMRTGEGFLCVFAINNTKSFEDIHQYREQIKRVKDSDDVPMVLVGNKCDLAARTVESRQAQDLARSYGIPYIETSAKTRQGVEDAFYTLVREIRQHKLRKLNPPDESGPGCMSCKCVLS
# Cdc42 wt GTP = human Cdc42 wildtype GTP binding change, either direction; 190,000 compounds, 0.2% hits; P60953; GST-Cdc42 beads, Bodipy-GTP binding, flow cytometry; actives lie on both sides; AID 761; percent activity (GTP binding), % at 10 µM;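 active means percent activity GTP binding at least 20 points away from the 100% baseline, either down as inhibitor or up as activator; inconclusive means compound flagged as likely green fluorescent from well-wide comparison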;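 further: median bead fluorescence of bound Bodipy-FL-GTP at 100 nM; 0% = excess unlabeled GTP control and 100% = no compound control; below 100% means less GTP binding so inhibitor and above means activator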
# Target sequence (P60953 whole entry, looked up): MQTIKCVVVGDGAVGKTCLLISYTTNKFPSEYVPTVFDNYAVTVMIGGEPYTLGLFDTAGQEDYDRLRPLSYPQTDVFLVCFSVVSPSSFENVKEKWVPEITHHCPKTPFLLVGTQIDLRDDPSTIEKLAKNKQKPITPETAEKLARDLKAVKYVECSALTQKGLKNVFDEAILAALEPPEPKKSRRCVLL
# Rab2 wt GTP = changes GTP binding to wildtype dog Rab2A, up or down; P61105; GST-Rab2 wt beads, Bodipy-GTP binding, flow cytometry; GTP binding activity, % at 10 µM; 190,000 compounds, 0.19% hits;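 active means GTP binding activity at least 20 points away from 100%, either lowered or raised; inconclusive means signal likely due to the compound's own green fluorescence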;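 further: 0% = beads with excess unlabeled GTP and 100% = no-compound control corrected for plate trend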
# Pf gamet viab = P. falciparum stage V gametocyte viability inhibition; P. falciparum stage V gametocytes, ATP luminescence, 24 h; inhibition, % at 10.9 µM; 150,000 compounds, 0.065% hits;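 active means inhibition above the mean plus 3 SD of compounds within the control limits, set per campaign, cut at about 38% in these data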;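 further: 0% = DMSO wells and 100% = medium only without gametocytes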
# GSH bead fluor = compound fluoresces at 488/530 nm on GSH beads. GSH beads flow cytometry, compound fluorescence 488/530 nm; stronger effect = higher value. fluorescence (KMESF) at 10 µM. 190,000 compounds, 0.25% hits. AID 1776; in the data active means fluorescence above about 89;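 further: glutathione beads carrying GST-tagged Bcl family fusion proteins plus one bare bead set; values are compound well signal with DMSO vehicle wells as background; inactives centre near 16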
# Rab7 wt modul = dog Rab7 wildtype GTP binding, inhibitors and activators. GST-Rab7 beads, fluorescent GTP binding, flow cytometry; actives lie on both sides; untreated = 100%, excess cold GTP = 0%. 190,000 compounds, 0.055% hits. GTP binding activity (percent of control), % at 10 µM;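 active means fluorescent GTP binding to Rab7 beads changed by at least 20 points from the 100% baseline, either direction, mostly lower; inconclusive means compound itself probably fluorescent, or too few beads counted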;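 further: median green fluorescence of bound Bodipy-FL-GTP per Rab7 bead population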
# Rac1 wt GTP bind = human Rac1 wildtype GTP binding, inhibitors and activators. AID 757. 190,000 compounds, 0.27% hits. P63000. GST-Rac1 beads, fluorescent GTP binding, flow cytometry; actives lie on both sides; 0 = cold GTP competed, 100 = untreated. GTP binding activity (% of control), % at 10 µM;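 active means GTP binding activity at least 20 points away from the 100% control level, either lower or higher; inconclusive means compound flagged as likely green fluorescent, judged across all proteins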
# Rac1 mut GTP = human Rac1 activated mutant GTP binding change; GST-Rac1 activated beads, fluorescent GTP binding, flow cytometry; actives lie on both sides; 100% means binding = to untreated wells; percent activity (GTP binding), % at 10 µM; 190,000 compounds, 0.11% hits; AID 764;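 active means GTP binding at least 20 percentage points away from the 100% baseline, in either direction, so actives lie on both sides; inconclusive means Compound likely fluorescent itself, or too few beads counted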
# Mcl1-Bid inh = Mcl-1/Bid interaction inhibition; Q07820; inhibition, % at 21.7 µM; 220,000 compounds, 0.97% hits; TR-FRET Mcl-1/Bid-Dy647 peptide binding, 1536-well;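 active means compounds that cut the binding signal by more than half at the single screening dose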;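 further: His-tagged Mcl-1 with europium anti-His antibody binding Bid BH3 peptide; 0% = Mcl-1 plus peptide wells and 100% = peptide-only wells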
# Target sequence (Q07820 whole entry, looked up): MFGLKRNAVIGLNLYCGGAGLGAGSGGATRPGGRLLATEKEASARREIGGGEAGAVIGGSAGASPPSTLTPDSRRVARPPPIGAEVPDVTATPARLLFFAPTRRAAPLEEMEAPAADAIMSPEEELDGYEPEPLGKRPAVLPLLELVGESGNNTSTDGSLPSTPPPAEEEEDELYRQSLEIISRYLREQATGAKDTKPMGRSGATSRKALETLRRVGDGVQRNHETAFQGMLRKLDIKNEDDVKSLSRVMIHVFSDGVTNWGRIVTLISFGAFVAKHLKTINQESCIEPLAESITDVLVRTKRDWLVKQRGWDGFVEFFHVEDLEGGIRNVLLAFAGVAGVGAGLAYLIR
# Mcl1 Noxa PPI = Mcl-1/Noxa interaction inhibition; AID 1022; TR-FRET Mcl-1/Noxa peptide binding, 2 h; Q07820; inhibition, % at 21.7 µM; 220,000 compounds, 1.5% hits;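 active means compounds that cut the protein-peptide binding signal by more than 50% relative to plate controls in a single-dose test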;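 further: His-tagged Mcl-1 with rhodamine Noxa BH3 peptide and terbium anti-His antibody; 0% = Mcl-1 plus Noxa peptide wells and 100% = peptide-only wells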
# Starred values were filed as active, the others as inactive; ? = inconclusive; . = no result given.
SMILES,Avidin bead fluor,HRas wt GTP bind,Cdc42 wt GTP,Rab2 wt GTP,Pf gamet viab,GSH bead fluor,Rab7 wt modul,Rac1 wt GTP bind,Rac1 mut GTP,Mcl1-Bid inh,Mcl1 Noxa PPI
CN1CCC(N(C)C(=O)CCc2nc3ccccc3c(=O)[nH]2)CC1,29,98.0,97.0,96.0,-3.9,17,97.0,97.0,93.0,-8.7,5.2
COc1ccc(Nc2nc(-c3sc(N)nc3C)cs2)cc1,10,94.0,93.0,93.0,.,19,90.0,94.0,95.0,-25.7,30.1
CCCn1nnc(NC(=S)NC(=O)C(C)(C)C)n1,4,98.0,100.0,97.0,-19.1,17,98.0,105.0,102.0,-54.9,5.4
COC(=O)c1ccc(OC(C)C(=O)c2ccc(C)cc2)cc1 (stereo not given),4,98.0,98.0,96.0,9.0,6,99.0,103.0,98.0,-6.8,9.4
CCCCn1c(SCC(=O)OCC)nnc1-c1ccoc1C,11,100.0,102.0,102.0,-5.8,24,104.0,103.0,98.0,-30.0,-5.9
CCNS(=O)(=O)c1ccc(NC(=O)c2ccc(Cn3cc([N+](=O)[O-])cn3)o2)cc1,7,99.0,100.0,95.0,1.4,12,99.0,104.0,98.0,-20.9,1.7
O=C(Nc1ccccc1-c1ccccc1)c1ccco1,7,98.0,98.0,97.0,.,50,94.0,100.0,96.0,-17.6,-7.8
COc1ccc(S(=O)(=O)C(C#N)c2nc3ccccc3nc2N2CCCC(C)C2)cc1 (stereo not given),12,97.0,97.0,99.0,.,12,97.0,100.0,98.0,10.1,21.1
Cc1cc(NC(=O)c2ccc(Br)cc2)nc(C)n1,12,95.0,98.0,96.0,-4.1,11,93.0,99.0,97.0,-22.9,22.0
Nc1csnc1C(=O)O,26,100.0,101.0,100.0,2.0,10,99.0,98.0,98.0,-21.8,20.4
C=CCNc1nc(Nc2ccc(OC)cc2)nc(OCC)n1,9,102.0,103.0,103.0,.,16,102.0,103.0,101.0,9.4,12.7
COC(=O)CN1C(=O)C(C)=C(c2ccc(C)cc2)S1(=O)=O,22,100.0,103.0,102.0,.,28,96.0,104.0,100.0,2.6,1.0
CCCCNC(=O)C(c1ccc(-c2ccccc2)cc1)N(CCN1CCOCC1)C(=O)CCCCCN1C(=O)NC(c2ccc([N+](=O)[O-])cc2)C(C(=O)OCc2ccccc2)=C1C (stereo not given),13,101.0,99.0,102.0,-16.0,19,105.0,101.0,99.0,-1.2,-23.4
CCN(CC)c1ncnc2c1sc1nc(C)cc(C)c12,36,94.0,94.0,91.0,13.4,12,95.0,92.0,92.0,6.9,-1.7
Cc1cc(C(=O)OCC(=O)N(C)c2ccccc2)ccc1[N+](=O)[O-],10,97.0,94.0,96.0,-12.9,16,94.0,100.0,97.0,-11.3,5.4
COc1cccc(OCCOc2ccccc2OC(C)C)c1,9,100.0,103.0,101.0,-21.7,30,100.0,102.0,100.0,10.6,3.5
C=CCn1c(SCc2c(C)noc2C)nc2sc3c(c2c1=O)CCCCC3,15,102.0,104.0,104.0,16.8,33,101.0,108.0,97.0,-11.6,4.3
CCOC(=O)c1oc2ccccc2c1CSc1nnnn1-c1ccccc1,14,100.0,103.0,101.0,-3.5,28,101.0,104.0,98.0,-15.1,24.6
C[C@]12CC[C@@H]3c4ccc(OC(=O)c5ccccc5)cc4CC[C@H]3[C@@H]1CC[C@@H]2O,8,101.0,102.0,101.0,.,21,93.0,104.0,101.0,6.1,10.6
COc1ccc(CC(=O)N[C@@H](CCSC)c2nc3ccccc3[nH]2)cc1,21,97.0,99.0,99.0,-0.5,16,97.0,101.0,100.0,-13.7,15.6
CCC(Oc1ccccc1)C(=O)Nc1ncc([N+](=O)[O-])s1 (stereo not given),14,97.0,98.0,98.0,-5.8,14,101.0,98.0,93.0,-35.7,21.7
CC1(C)CC(c2nc(-c3ccc([N+](=O)[O-])cc3)cs2)CCO1 (stereo not given),10,96.0,96.0,97.0,-11.3,12,95.0,101.0,96.0,15.6,22.3
Cc1nn(Cc2ccccc2Cl)c(C)c1C(=O)Nc1nnc(C2CC2)s1,20,100.0,101.0,97.0,.,9,97.0,98.0,96.0,-18.0,22.0
Cn1ncc(-c2ccno2)c1C(=O)O,11,98.0,96.0,102.0,-19.9,15,103.0,99.0,95.0,3.8,3.5
O=C(CN1C(=O)S/C(=C\C=C\c2ccccc2)C1=O)Nc1ccc(O)cc1,12,102.0,100.0,99.0,-12.2,9,100.0,104.0,102.0,8.0,54.8*
# Continued:
SMILES,Avidin bead fluor,HRas wt GTP bind,Cdc42 wt GTP,Rab2 wt GTP,Pf gamet viab,GSH bead fluor,Rab7 wt modul,Rac1 wt GTP bind,Rac1 mut GTP,Mcl1-Bid inh,Mcl1 Noxa PPI
Cc1ccc2nc(Cl)c(/C=N/NC(=O)c3ccccc3O)cc2c1,3,99.0,101.0,96.0,-5.8,15,97.0,100.0,97.0,-70.6,20.9
COC(=O)c1c(-c2cccc(C)c2)csc1NC(=O)C1CCCO1 (stereo not given),9,95.0,94.0,98.0,11.6,16,105.0,98.0,94.0,-12.4,-1.2
CS(=O)(=O)N(CC(=O)N1CCN(C(c2ccccc2)c2ccccc2)CC1)C1CCCCC1,11,100.0,100.0,101.0,7.3,12,100.0,101.0,96.0,-6.4,5.6
CC1CN(S(=O)(=O)c2cccc(-c3csc(-c4ccccc4)n3)c2)CC(C)O1 (stereo not given),4,98.0,98.0,98.0,.,24,97.0,99.0,97.0,-32.7,-1.3
Cc1cccc(NC(=S)N2CCN(Cc3ccc4c(c3)OCO4)CC2)c1C,31,100.0,102.0,101.0,19.2,22,102.0,106.0,100.0,-19.4,2.5
CCOC(=O)N1CCN(CC(O)c2ccc3c(c2)CCN3)CC1 (stereo not given),29,99.0,101.0,99.0,.,25,98.0,105.0,96.0,-41.9,4.9
Cc1ccc(OCCCC(=O)Nc2ccc3c(c2)OCO3)cc1,16,102.0,101.0,100.0,4.2,29,101.0,101.0,100.0,-22.3,18.9
COc1ccc(/C=C/c2ccncc2)c2ccccc12,9,100.0,101.0,99.0,.,50,96.0,104.0,99.0,3.1,2.2
CC(=O)Nc1nc(-c2ccc([N+](=O)[O-])cc2)cs1,27,94.0,96.0,94.0,16.2,8,96.0,97.0,96.0,-1.8,22.3
CCC(C)(C)NC(=O)CN(C(=O)c1csnn1)c1ccccc1-c1ccccc1,7,97.0,97.0,98.0,7.5,17,106.0,100.0,97.0,-7.2,-2.1
O=C(C1=C[C@@H](c2ccccc2)C[C@@H](OCCCCO)O1)N1CCN(Cc2ccc3c(c2)OCO3)CC1,5,97.0,94.0,99.0,.,20,105.0,97.0,97.0,-9.8,-9.8
CCOC(=O)c1ccccc1Nc1cn(C(C)=O)c2ccccc12,14,102.0,103.0,100.0,2.8,15,100.0,104.0,97.0,-95.4,-3.6
C=CCN1N=C(c2ccc(NC(=O)c3ccccc3)cc2)CSC1=O,5,98.0,93.0,97.0,-66.1,15,97.0,95.0,95.0,-11.6,26.2
CS(=O)(=O)N(CC(=O)Nc1c(F)cccc1F)c1ccc(C23CC4CC(CC(C4)C2)C3)cc1,32,?,?,?,.,20,?,?,?,0.0,-15.4
COc1ccc(S(=O)(=O)NC(CCSC)C(=O)NC2CCCCC2)cc1 (stereo not given),27,95.0,103.0,98.0,.,13,92.0,99.0,96.0,-29.0,-2.6
CCn1c(-c2ccccc2Cl)nn(CC(=O)NCCc2ccccc2)c1=S,15,102.0,101.0,99.0,.,14,98.0,105.0,101.0,-16.0,4.7
CCOc1cc(CNc2ncn[nH]2)ccc1OCC(=O)NC(C)(C)C,10,97.0,95.0,97.0,-30.6,26,101.0,98.0,96.0,-29.8,-10.9
CC(C)(C)c1ccc(C(=O)NNC(=O)c2ccccc2Br)cc1,14,99.0,94.0,95.0,.,31,100.0,92.0,92.0,11.6,-0.7
c1nc(NC2CCCCC2)c2[nH]cnc2n1,4,100.0,101.0,101.0,19.5,36,99.0,102.0,100.0,-10.5,13.4
Cc1ccc(S(=O)(=O)NCC2CCC(C(=O)NCc3cccs3)CC2)cc1 (stereo not given),9,97.0,97.0,101.0,4.8,13,94.0,98.0,94.0,-7.0,12.7
CC1Oc2ccccc2C=C1C1/C(=C(/O)c2ccccc2)C(=O)C(=O)N1CCCN(C)C (stereo not given),22,101.0,102.0,101.0,.,10,102.0,104.0,95.0,-66.0,12.6
O=C(c1cc([N+](=O)[O-])cc([N+](=O)[O-])c1)N(Cc1nnc(-c2ccccc2Cl)o1)C1CC1,19,95.0,102.0,95.0,-13.5,13,94.0,98.0,96.0,0.7,11.6
COc1cc(C)ccc1OCCOCCOc1ccc(C)cc1[N+](=O)[O-],3,100.0,97.0,97.0,15.0,10,97.0,100.0,99.0,3.4,7.4
CCC(=O)N1c2ccc(S(=O)(=O)CCC(=O)N3CCn4c3nc3ccccc34)cc2CC1C (stereo not given),10,101.0,98.0,100.0,.,7,101.0,97.0,95.0,-19.4,-11.0
O=C(Nc1ccc2c(c1)CCC2)c1cc(S(=O)(=O)N2CCN(c3ccccc3)CC2)ccc1Cl,9,102.0,101.0,101.0,.,12,99.0,108.0,100.0,-7.7,10.3
# (next part)
SMILES,Avidin bead fluor,HRas wt GTP bind,Cdc42 wt GTP,Rab2 wt GTP,Pf gamet viab,GSH bead fluor,Rab7 wt modul,Rac1 wt GTP bind,Rac1 mut GTP,Mcl1-Bid inh,Mcl1 Noxa PPI
Nc1nonc1-c1nc2ccccc2n1CCC(=O)O,36,101.0,103.0,102.0,-5.4,10,101.0,99.0,99.0,-11.0,-4.7
O=C(Cn1c(=O)oc2ccccc21)NC(=O)NCc1ccccc1,17,104.0,106.0,104.0,.,21,100.0,104.0,100.0,-27.2,4.7
O=C(Nc1cccnc1)Nc1ccc2c(c1)OCO2,37,104.0,106.0,101.0,-17.5,23,100.0,106.0,103.0,-20.2,2.2
Cc1oc(C(=O)Nc2ccc(O)cc2)cc1COc1ccccc1,15,99.0,99.0,99.0,.,36,96.0,104.0,99.0,-14.9,15.0
CCOc1cccc(NC(=O)C2CCCN(S(=O)(=O)c3ccc(OC)cc3)C2)c1 (stereo not given),30,101.0,100.0,99.0,14.6,25,99.0,109.0,101.0,13.5,-3.4
O=C(CCC(=O)NNC(=O)COc1ccc(Br)cc1)NCc1ccccc1,15,98.0,96.0,99.0,2.8,20,97.0,97.0,97.0,-7.6,4.7
O=C(C1CCN(S(=O)(=O)c2cccc3nsnc23)CC1)N1CC=C(c2ccccc2)CC1,25,98.0,96.0,96.0,.,11,100.0,97.0,94.0,-42.1,7.3
O=C(CCCCCN1C(=O)c2ccccc2C1=O)Oc1ccc2c3c(c(=O)oc2c1)CCC3,16,95.0,95.0,97.0,.,16,98.0,96.0,98.0,-40.2,8.8

# High-throughput results as filed in PubChem BioAssay.
